# BoNT-F LC inh = blocks Botulinum neurotoxin F light chain protease; AID 588497; Multiplex microsphere protease cleavage assay, flow cytometry; inhibition, % at 10 µM; actives 0.22% (n = 360,000); in the data active = inhibition above about 35%, passing the limit was not always enough; inconclusive = no clear call, values can overlap the other calls; also: plate controls were buffer without enzyme for full effect and enzyme alone for no effect
# 3CLpro inhibitor = SARS-CoV 3CLpro protease inhibition; P0C6X7; recombinant SARS-CoV 3CLpro, quenched FRET peptide cleavage; inhibition, % at 6 µM; actives 0.14% (n = 290,000); in the data active = inhibition above about 12%
# SSB-PriA inh = blocks PriA binding to SSB C-terminal tail | AlphaScreen SSBct-PriA binding, biotinylated peptide | inhibition, % at 33 µM | actives 0.6% (n = 430,000); in the data active = inhibition mostly above about 37%, no sharp cut-off; inactive = mostly below about 20%;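 also: plate controls were negative control peptide for no effect and reference peptide for full effect; strong numbers were not always called active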
# BoNT A protease = blocks Botulinum neurotoxin A light chain protease; actives 0.17% (n = 360,000); inhibition, % at 10 µM; AID 588499; multiplex microsphere protease substrate cleavage, flow cytometry; also: plate controls were buffer without enzyme for full effect and enzyme alone for no effect
# VHR inh abs = DUSP3 (human) phosphatase inhibition. P51452. recombinant VHR phosphatase, pNPP absorbance. inhibition, % at 13.3 µM. actives 0.52% (n = 290,000). AID 1654; in the data active = inhibition above about 50%; also: some compounds called inactive have numbers as strong as hits
# Target sequence (P51452 whole entry, looked up): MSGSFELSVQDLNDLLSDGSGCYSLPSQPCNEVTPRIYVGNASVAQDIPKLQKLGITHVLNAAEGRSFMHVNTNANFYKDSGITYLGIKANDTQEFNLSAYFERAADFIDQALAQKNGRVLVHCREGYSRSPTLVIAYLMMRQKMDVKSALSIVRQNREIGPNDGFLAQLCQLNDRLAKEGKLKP
# CCHF vOTU inh = blocks the CCHF virus ovarian tumor domain protease; actives 0.55% (n = 370,000); inhibition, % at 11.5 µM; CCHFV vOTU protease, Pep-AMC fluorescence; in the data active = inhibition above about 30%; also: 0% = vehicle wells with enzyme and 100% = no enzyme wells
# Anthrax LF inh2 = blocks Bacillus anthracis lethal factor protease; P15917; multiplex microsphere protease cleavage assay, LF; inhibition, % at 10 µM; actives 0.12% (n = 360,000); AID 588501; also: plate controls were buffer without enzyme for full effect and enzyme alone for no effect
# PrPC surface inh = reduces human prion protein on the cell surface; P04156; cell surface PrPC, TR-FRET read-out; inhibition, % at 13.8 µM; actives 0.43% (n = 370,000); AID 720596; in the data active = inhibition above about 24%; also: 0% = median of the test wells and 100% = reference compound wells
# Rv3671c protease = inhibitors of M. tuberculosis serine protease Rv3671c. inhibition, % at 5.96 µM. actives 0.048% (n = 320,000). AID 2606; in the data active = inhibition above about 38%;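 also: extracellular domain of Rv3671c used as enzyme; 0% = enzyme with DMSO and 100% = no enzyme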
# Target sequence (P9WHR9 whole entry, looked up, the tested form may be a part): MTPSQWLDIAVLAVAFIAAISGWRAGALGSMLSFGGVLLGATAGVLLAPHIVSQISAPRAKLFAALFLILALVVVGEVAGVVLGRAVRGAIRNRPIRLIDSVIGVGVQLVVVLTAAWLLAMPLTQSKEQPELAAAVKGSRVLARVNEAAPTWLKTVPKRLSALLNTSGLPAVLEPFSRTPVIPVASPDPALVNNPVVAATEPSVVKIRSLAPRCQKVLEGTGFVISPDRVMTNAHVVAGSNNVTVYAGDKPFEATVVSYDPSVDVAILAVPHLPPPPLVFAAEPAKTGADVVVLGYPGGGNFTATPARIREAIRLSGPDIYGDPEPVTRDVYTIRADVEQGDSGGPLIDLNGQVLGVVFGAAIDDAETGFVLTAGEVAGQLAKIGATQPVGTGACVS
# MazEF act = MazEF (E. coli) toxin RNase activation. FAM/BHQ RNA-DNA oligo cleavage fluorescence, 5 h. activation, % at 20 µM. actives 0.32% (n = 350,000). AID 504720; in the data active = activation above about 50%
# Target sequence (P0AE70 whole entry, looked up): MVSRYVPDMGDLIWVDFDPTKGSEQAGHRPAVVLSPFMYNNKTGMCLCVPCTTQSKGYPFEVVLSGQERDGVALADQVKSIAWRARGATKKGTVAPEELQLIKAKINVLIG
# * marks the source's active call; other numbers are inactive results; ? = inconclusive; nt = no result given; & = joins results of further samples. Rule as the data show it, unless noted: active = inhibition above about 30%; inconclusive = no clear call, values can overlap the other calls; inactive = below that.
SMILES,BoNT-F LC inh,3CLpro inhibitor,SSB-PriA inh,BoNT A protease,VHR inh abs,CCHF vOTU inh,Anthrax LF inh2,PrPC surface inh,Rv3671c protease,MazEF act
O=C1NC[C@@H](CCCCN2C[C@H](Cc3ccc(O)cc3)N(Cc3ccccc3)C(=O)C2=O)N(CC2CCCCC2)C1=O,-2,nt,nt,-0.2,nt,1,0,8,nt,nt
Cc1ccccc1NC(=O)COC(=O)Cc1ccsc1,-3,5,-15,0.0,37,0,0,-1,-2,-5
Cc1cc(C)c(C)c(S(=O)(=O)N2CCC(C(=O)N3CCCCCCC3)CC2)c1C,1,0,-17,-0.6,6,1,0,8,4,3
CC1CCCCC12NC(=O)N(CC(=O)OCc1ccccc1Cl)C2=O (centres undefined),0,nt,-2,-1.3,nt,-5,?,4,nt,-18
C/C=C/C(=O)OCC(=O)Nc1c(Cl)cccc1Cl,-3,-2,-12,-1.8,6,-3,-1,0,10,10
CCOc1ccc(C2NC(=O)c3ccccc3O2)cc1 (centres undefined),-4,0,0,-0.1,15,-2,-8,-4,9,6
COc1ccc(CC2(CO)CCN(Cc3nc(C(C)C)cs3)CC2)cc1,2,2,-5,0.3,20,11,2,4,5,3
CN1CCN(C(=O)c2cc3cc(Cl)ccc3[nH]2)CC1,?,0,-15,-4.9,13,-10,-12,-12,-3,8
Cc1ccccc1CS(=O)(=O)c1cn(CC(=O)N2CCC(C)CC2)c2ccccc12,-9,3,-1,-1.1,8,-9,-5,10,1,-1
CC(=O)c1ccc(NC(=O)C2CCN(S(=O)(=O)c3cccnc3)CC2)cc1,-1,-1,2,-2.8,12,-10,-4,6,0,4
NC(=O)C1CCN(C(=O)c2ccc3c(=O)n(Cc4ccco4)c(SCc4ccc([N+](=O)[O-])cc4)nc3c2)CC1,3,1,-16,2.3,8,0,3,-3,5,-13
CC1CCCCN1C(=O)Nc1cccc(Cl)c1 (centres undefined),nt,0,-14,?,4,1,?,7,-3,5
O=C(CSc1nc(=O)n(CCCN2CCOCC2)c2c1CCC2)Nc1ccc(F)cc1F,nt,nt,-3,nt,nt,32*,nt,4,0,5
O=C1CCC(C(=O)N2CCC(O)CC2)CN1CCc1ccc(Cl)cc1 (centres undefined),-1,-1,-17,2.3,6,6,-2,0,8,3
CCOc1ccc(Nc2nc(-c3sc(N)nc3C)cs2)cc1,-76,-1,36,-4.1,-19,0,-13,-5,4,9
CC(C)(C)c1ccccc1NC(=O)Cn1cnc2cc([N+](=O)[O-])ccc2c1=O,-3,3,-9,1.2,24,8,-4,-37,-8,9
CC(=O)NC1=NN(C(C)=O)C(C)(CS(=O)(=O)c2ccc(Cl)cc2)S1 (centres undefined),-2,-2,-5,-1.4,0,0,-3,4,-4,5
COC(=O)C1=C(C(=O)OC)C(C(=O)OC)N2C=CC=CC2=C1C(=O)OC (centres undefined),5,nt,nt,-0.6,nt,1,10,-9,nt,nt
COc1ccc2sc(N(CCCN(C)C)C(=O)c3nc4ccccc4s3)nc2c1,-3,-3,-1,0.2,4,8,-4,-2,-2,22
COc1ccc(C2=C(N)c3ccccc3C2=O)cc1,-1,3,0,0.0,-1,nt,-2,nt,4,-2
O=C(CCc1ccccc1)Nc1ccccc1C(=O)NCc1ccco1,-9,-2,5,0.3,22,-2,4,8,6,-7
CCNC(=O)CSc1nc2ccccc2c(=O)n1CCCOC(C)C,-1,-1,-4,-1.1,32,-4,-1,6,1,0
COc1ccc(C(=O)NCC(=O)N2CCCC(C)C2)cc1OC (centres undefined),5,3,-7,-0.3,-8,12,2,6,-2,-5
CCOc1ccc(N2CC(O)=C(c3ccccc3)C2=N)cc1,9,2,-1,2.3,22,1,9,8,2,-5
C=C(C)c1cccc(C(C)(C)NC(=O)N2CCN(c3ccccn3)CC2)c1,-6,2,-14,-0.2,38,6,-3,7,-1,2
CNc1ncnc2c1ncn2[C@H]1CN(Cc2ccco2)C[C@@H](CO)O1,1,nt,nt,-0.2,nt,7,3,4,nt,nt
COc1ccc(CCNC(=S)NCc2cccs2)cc1OC,0,5,-11,-0.3,1,14,-3,-1,2,7
Cc1cccc(CNC(=O)c2cc(S(=O)(=O)N3CCOCC3)cn2C)c1,-4,1,1,-2.4,4,-2,4,5,0,11
CCOC(=O)[C@]12CCC=C1N(Cc1cccc3ccccc13)C(=O)[C@H](CC(=O)NCCC(C)C)C2,-2,nt,nt,0.6,nt,10,6,5,nt,nt
C/C(=N/Nc1ccc([N+](=O)[O-])cc1)c1ccc(C)cc1C,-3,-1,nt,-0.2,15,24,-3,14,-4,-7

# Entries listed so far with an aryl thioether with sulfur outside any ring (three):
SMILES,BoNT-F LC inh,3CLpro inhibitor,SSB-PriA inh,BoNT A protease,VHR inh abs,CCHF vOTU inh,Anthrax LF inh2,PrPC surface inh,Rv3671c protease,MazEF act
NC(=O)C1CCN(C(=O)c2ccc3c(=O)n(Cc4ccco4)c(SCc4ccc([N+](=O)[O-])cc4)nc3c2)CC1,3,1,-16,2.3,8,0,3,-3,5,-13
O=C(CSc1nc(=O)n(CCCN2CCOCC2)c2c1CCC2)Nc1ccc(F)cc1F,nt,nt,-3,nt,nt,32*,nt,4,0,5
CCNC(=O)CSc1nc2ccccc2c(=O)n1CCCOC(C)C,-1,-1,-4,-1.1,32,-4,-1,6,1,0

# At a glance, some entries already given:
SMILES,BoNT-F LC inh,3CLpro inhibitor,SSB-PriA inh,BoNT A protease,VHR inh abs,CCHF vOTU inh,Anthrax LF inh2,PrPC surface inh,Rv3671c protease,MazEF act
O=C(CCc1ccccc1)Nc1ccccc1C(=O)NCc1ccco1,-9,-2,5,0.3,22,-2,4,8,6,-7
CCNC(=O)CSc1nc2ccccc2c(=O)n1CCCOC(C)C,-1,-1,-4,-1.1,32,-4,-1,6,1,0
COc1ccc(C(=O)NCC(=O)N2CCCC(C)C2)cc1OC (centres undefined),5,3,-7,-0.3,-8,12,2,6,-2,-5
CCOc1ccc(N2CC(O)=C(c3ccccc3)C2=N)cc1,9,2,-1,2.3,22,1,9,8,2,-5

# Going on with the list.
SMILES,BoNT-F LC inh,3CLpro inhibitor,SSB-PriA inh,BoNT A protease,VHR inh abs,CCHF vOTU inh,Anthrax LF inh2,PrPC surface inh,Rv3671c protease,MazEF act
COc1ccc(N(CC(=O)Nc2cc(Cl)ccc2OC)S(=O)(=O)c2c(C)[nH]c(=O)[nH]c2=O)cc1,-7,-2,-10,-1.0,38,5,-4,7,-18,-4
CCc1nnc(NS(=O)(=O)c2ccc(NC(=S)NC(=O)c3cccnc3)cc2)s1,-12,5,-3,-0.7,25,7,-4,6,-2,15
O=c1cc2c(n[nH]1)CCCC2,-5,-5,-11&-7,-0.6,28,6,-1,2,4,-3
CC1=C(C(=O)OCc2ccc3c(c2)OCO3)C(c2cccc([N+](=O)[O-])c2)NC(=O)N1 (centres undefined),0,-3,-16,-1.4,14,-1,-3,1,-14,2
Cc1cc(F)ccc1S(=O)(=O)Nc1ccccc1C(=O)Nc1ccc2[nH]c(=O)[nH]c2c1,-6,2,8,-1.0,-10,3,-11,1,14,2
Cc1cccc2sc(NC(=O)CN3C(=O)C4CC=CCC4C3=O)nc12 (centres undefined),-5,1,-18,-0.5,18,-9,-3,-1,2,9
Cc1ccc(S(=O)(=O)N2CCN(C(=O)Cc3ccc4c(c3)OCCO4)CC2)cc1C,-13,0,8,-0.6,-7,-9,-5,-4,4,-3
C/C(=N/NC(=O)CN1CCN(S(=O)(=O)c2ccc(C)cc2)CC1)c1ccco1,-6,-1,nt,0.7,13,-11,-7,-3,0,2
CCCOC(=O)CSc1nc(N)c(C#N)c(-c2ccco2)c1C#N,-1,0,-1,2.1,nt,7,2,-5,-25,6
CC(=O)O[C@@H](Cc1ccc(O)cc1)C(=O)CC(C)C,2,nt,nt,0.6,nt,6,-5,6,nt,nt
COc1ccc(NC(=O)CSc2nnc(-c3ccco3)n2C)cc1,-4,-1,-14,-0.1,-20,0,-2,-1,7,1
Cc1ccc(S(=O)(=O)N2CCOCC2)cc1NC(=O)C1CC(=O)N(c2ccc3c(c2)OCCO3)C1 (centres undefined),14,nt,2,0.2,nt,-4,0,-6,-3,6
COC(=O)c1ccc(CNC(=O)N2CCN(S(=O)(=O)c3ccc(C)cc3)CC2)cc1,1,-1,3,-0.9,12,-5,-15,3,-4,5
CCCC(=O)Nn1cnc2c(c1=O)C1(CCCC1)Cc1ccccc1-2,1,-2,-7,-0.8,-4,3,-5,2,-2,3
CCCc1ccc(OCCNC(=O)c2ccco2)cc1,3,1,-16,-3.5,4,-2,-4,9,nt,-8
OC1(c2ccccc2)Cc2cccc[n+]2C1c1ccccc1 (centres undefined),?,-5,-5,-10,12,5,-14,-13,6,5
O=C(Nc1cccc(S(=O)(=O)c2cccc(NC(=O)c3ccco3)c2)c1)c1ccco1,-4,1,2,0.9,19,0,7,21,-88,-1
Cc1ccc(S(=O)(=O)Nc2ccc(C(=O)NCc3ccncc3)cc2)cc1,9,-2,-4,0.9,18,-3,5,-4,-3,4
COC(=O)C1CCN(CC(N)=O)CC1,-32,2,-16,-0.8,-7,3,2,5,3,11
Cn1c(CNc2ccc(F)cc2)nc2ccccc21,?,-3,4,-2.9,39,-3,3,3,nt,8
COc1ccccc1/C=N/NC(=O)c1cc2c(ccc3ccccc32)o1,17,-1,nt,1.7,-6,-10,-3,2,-57,-20
CCc1ccc(-n2c(O)c(C=NCCN(CC)CC)c(=O)[nH]c2=O)cc1,2,0,-11,1.1,-28,0,10,2,nt,-18
CCCOc1ccc(N2C(=O)CC(NCC#N)C2=O)cc1 (centres undefined),-15,0,3,-6.3,-20,-1,0,6,-11,4
CCCCOc1ccc(N(CC(=O)NCC2CCCO2)C(=O)CCC(=O)Nc2cc(C)ccn2)cc1 (centres undefined),-20,-2,-10,1.2,-5,-11,-2,0,7,0
CC(C)CCNC(=O)C1CCN(c2nnc(-n3cccc3)s2)CC1,-7,-1,-2,-0.4,2,-5,-5,-6,7,9
O=C(CSCc1ccc(Br)cc1)N=Nc1c(O)[nH]c2ccccc12,-4,3,21,-0.6,-7,15,-1,7,-1,0
COc1ccc2c(c1)C1(Nc3ccccc3-c3nc4ccccc4n31)C(=O)N2C (centres undefined),-3,-2,14,0.1,0,5,-1,3,7,0
CSc1nnc(-c2cnccn2)n1Cc1ccccc1,-4,-6,-8,-0.3,-8,-4,-4,-6,5,-2
O=C(Nc1ccccc1Cl)c1ccc(Cl)cc1Cl,-2,4,-6,-0.3,23,-20,1,-3,11,0
NC(=O)c1nsc(C(=O)N(c2ccccc2)C(C(=O)NC2CCCC2)c2ccncc2)c1N (centres undefined),-1,0,-4,0.4,18,-7,5,0,-3,-15

# Only part of the results is shown; the hit share may differ from the screen's.
